Screens (PubChem)
GDH-TPI counter: GDH-TPI coupling enzyme inhibitors, primary screen, artefact control for M. tuberculosis FBA inhibitor project, biochemical, absorbance, full deck; inhibition, % at 4.8 µM; actives 1.2% (n = 360,000); GDH-TPI coupled enzyme counterscreen, NADH absorbance; in the data active = inhibition above about 30%;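 also: 0% = DMSO wells and 100% = wells lacking the enzyme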
PfHsp40 rescue: rescue of yeast from PfHsp40 toxicity, primary screen, S. cerevisiae, ATP luminescence; S. cerevisiae expressing PfHsp40, growth rescue; growth rescue, % at 12.5 µM; actives 0.68% (n = 340,000); AID 504582, 2011; in the data active = growth rescue above about 28%, passing the limit was not always enough; inconclusive = no clear call, values can overlap the other calls;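 also: yeast W303a lacking pdr1 and pdr3 grown in galactose medium; growth measured after three days at 30 °C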
FadD28 FP inh: inhibitors of FadD28 bisubstrate probe binding, primary screen, biochemical, fluorescence polarization, single point; Mycobacterium tuberculosis FadD28 fatty-acid-AMP ligase; inhibition, % at 12.5 µM; actives 0.22% (n = 360,000); AID 588549, 2011; in the data active = inhibition above about 8.5%, passing the limit was not always enough; inconclusive = no clear call, values can overlap the other calls
UGM FP inh: M. tuberculosis UGM enzyme inhibitors, primary screen, biochemical, fluorescence polarization, single point; inhibition, % at 10 µM; actives 0.06% (n = 320,000); UDP-galactopyranose mutase (Mycobacterium tuberculosis (strain ATCC 25618 / H37Rv)), …; AID 504406, 2011; purified UGM, fluorescence polarization probe displacement; in the data active = inhibition above about 10%, passing the limit was not always enough; inconclusive = no clear call, values can overlap the other calls
Target sequence (P9WIQ1 whole entry, looked up): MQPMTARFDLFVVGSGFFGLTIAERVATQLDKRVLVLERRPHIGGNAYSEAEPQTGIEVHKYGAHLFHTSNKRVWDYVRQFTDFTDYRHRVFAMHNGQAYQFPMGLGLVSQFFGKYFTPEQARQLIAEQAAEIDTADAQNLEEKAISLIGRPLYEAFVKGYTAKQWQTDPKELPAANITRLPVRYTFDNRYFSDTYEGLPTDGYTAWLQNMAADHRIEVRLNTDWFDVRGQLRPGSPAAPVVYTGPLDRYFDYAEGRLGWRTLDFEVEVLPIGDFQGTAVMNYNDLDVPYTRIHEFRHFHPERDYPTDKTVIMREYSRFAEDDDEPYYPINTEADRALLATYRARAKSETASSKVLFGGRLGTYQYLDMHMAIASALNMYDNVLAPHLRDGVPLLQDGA
Anthrax LF prot: Bacillus anthracis LF protease inhibitors, primary screen, biochemical, multiplex microsphere, MLPCN library | multiplex microsphere protease cleavage assay | inhibition, % at 10 µM | actives 0.12% (n = 360,000) | AID 588501, 2011; also: plate controls were buffer without enzyme for full effect and enzyme alone for no effect
Mtb BioA inh: M. tuberculosis BioA enzyme inhibitors, primary screen, biochemical, plate reader, single point, HTS; 7,8-diaminopelargonic acid synthase BioA (Mycobacterium tuberculosis); purified M. tuberculosis BioA enzyme; inhibition, % at 9.99 µM; actives 0.096% (n = 360,000); AID 602481, 2012; in the data active = inhibition above about 40%; inconclusive = no clear call, values can overlap the other calls
BoNT A protease: BoNT/A light chain protease inhibitors, primary screen, biochemical, flow cytometry, MLPCN library; multiplex microsphere protease substrate cleavage; actives 0.17% (n = 360,000); AID 588499, 2011; Botulinum neurotoxin type A light chain protease (Clostridium botulinum A str. ATCC 3502); inhibition, % at 10 µM; also: plate controls were buffer without enzyme for full effect and enzyme alone for no effect
BoNT-F LC inh: BoNT/F light chain protease inhibitors, primary screen, biochemical, flow cytometry, MLPCN library. Botulinum neurotoxin type F light chain protease (Clostridium botulinum). AID 588497, 2011. Multiplex microsphere protease cleavage assay. inhibition, % at 10 µM. actives 0.22% (n = 360,000); in the data active = inhibition above about 35%, passing the limit was not always enough; inconclusive = no clear call, values can overlap the other calls; also: plate controls were buffer without enzyme for full effect and enzyme alone for no effect
FBA Mtb inh: Mtb FBA enzyme inhibitors, primary screen, biochemical, fluorescence, strain H37Rv; Fructose-bisphosphate aldolase (Mycobacterium tuberculosis (strain ATCC 25618 / H37Rv)), …; purified M. tuberculosis FBA, fluorescence read-out; inhibition, % at 1 µM; actives 2.3% (n = 360,000); AID 588726, 2011; in the data active = inhibition above about 27%;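 also: 0% = vehicle and 100% = reference inhibitor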
Target sequence (P9WQA3 whole entry, looked up): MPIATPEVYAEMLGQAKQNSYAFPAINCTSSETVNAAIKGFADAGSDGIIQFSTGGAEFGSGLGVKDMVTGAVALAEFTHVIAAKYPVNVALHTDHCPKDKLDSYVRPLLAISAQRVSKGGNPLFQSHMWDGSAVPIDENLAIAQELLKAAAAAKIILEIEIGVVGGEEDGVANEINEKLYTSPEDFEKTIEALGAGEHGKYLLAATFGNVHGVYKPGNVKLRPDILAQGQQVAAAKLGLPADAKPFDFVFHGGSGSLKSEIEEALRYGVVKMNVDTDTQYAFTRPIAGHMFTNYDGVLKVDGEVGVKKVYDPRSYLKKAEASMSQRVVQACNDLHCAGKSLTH
* hit, by the source's call; ? = inconclusive; . = not tested or not shown. Rule as the data show it, unless noted: active = inhibition above about 30%; inconclusive = no clear call, values can overlap the other calls; inactive = below that.

SMILES | GDH-TPI counter | PfHsp40 rescue | FadD28 FP inh | UGM FP inh | Anthrax LF prot | Mtb BioA inh | BoNT A protease | BoNT-F LC inh | FBA Mtb inh
O=C(COc1ccc(Br)cc1)N1CCNC1=O | -10.0 | -0.3 | -1.5 | 0.3 | 0.6 | -0.3 | -2.9 | -0.3 | -2.3
Cc1ccc(-c2nnc(N(C)C(=O)c3cccnc3)s2)cn1 | 11.1 | -0.4 | -1.6 | -1.8 | -5.1 | -0.3 | 0.1 | -31.7 | 0.1
COc1ccc(-n2c(CCC(=O)O)ccc2-c2ccccc2)cc1 | 0.9 | -0.6 | -0.6 | -0.7 | -6.3 | 3.1 | 0.6 | -1.8 | -3.2
O=C(COC(=O)Cc1ccsc1)NC(c1ccccc1)c1ccccc1 | 4.7 | 0.5 | -1.3 | 1.3 | -0.2 | 2.2 | 0.1 | -1.3 | 0.3
CC1(C)Cc2nc3sc4c(=O)[nH]cnc4c3cc2CS1 | 19.1 | -0.2 | -1.3 | 0.8 | 2.3 | -3.5 | 2.7 | 16.4 | 6.1
O=S1(=O)c2ccccc2N=NN1Cc1ccc(Cl)cc1 | -0.4 | 1.8 | -2.4 | 0.3 | -10.9 | 3.9 | 0.4 | ? | 2.0
CN(C)c1nc(SCc2ccccc2)nc(N2CCOCC2)n1 | 10.8 | 0.8 | -0.9 | 2.6 | -2.6 | 1.1 | -0.3 | -7.0 | -6.0
CCOc1cc(N2CCOCC2)c(OCC)cc1NC(=O)Cc1ccccc1 | -6.9 | -1.5 | -3.5 | -0.4 | . | 2.3 | . | . | 1.3
CCC/C(C#Cc1ccc(N(C)C)cc1)=C1/c2ccccc2C(=O)N1c1ccccc1 | 0.4 | 1.6 | -3.2 | -8.1 | -3.8 | -4.6 | 3.4 | 6.1 | 1.6
CC(C)NS(=O)(=O)c1ccc(NC(=O)C(C)OC(=O)CCCOc2ccccc2)cc1 (configuration not stated) | 7.6 | -0.4 | 0.2 | . | 5.8 | 2.2 | -4.8 | -2.2 | 1.1
O=C(NC1CCCCC1)c1ccccc1-c1ccccc1 | 1.1 | -0.8 | -0.2 | 1.5 | -4.2 | . | -0.4 | 5.1 | 0.1
O=C(Nc1cc([N+](=O)[O-])ccc1O)NC1CCS(=O)(=O)C1 (configuration not stated) | 1.8 | 0.8 | -1.0 | -0.2 | -2.6 | 0.6 | -0.2 | -5.6 | -8.6
COc1ccccc1NS(=O)(=O)c1cc(C(=O)NCc2cccnc2)ccc1C | 0.0 | 0.2 | -2.0 | -0.8 | -4.0 | -1.3 | 3.0 | -6.5 | 2.2
CC12c3ccccc3C(c3ccccc31)C1C(=O)N(c3cccnc3)C(=O)C12 (configuration not stated) | 0.7 | 0.9 | -1.0 | 0.6 | -0.4 | 0.0 | 2.8 | 18.4 | 1.1
O=[N+]([O-])c1ccc(-c2nc(NCC3CCCO3)c3ccccc3n2)cc1 (configuration not stated) | 14.7 | 1.4 | 0.3 | -3.5 | 2.8 | . | ? | ? | -0.8
CCN1CCCC1CNC1=NCCCCC1 (configuration not stated) | 14.1 | 0.8 | -1.7 | -0.5 | -9.4 | 2.4 | -0.6 | -6.1 | 1.4
Cc1cc(C(=O)N/N=C/c2ccc(-c3cccc([N+](=O)[O-])c3)o2)n[nH]1 | 19.1 | 0.0 | 0.6 | 3.0 | 0.5 | -1.4 | -0.4 | 0.6 | -0.7
N/C(COc1cccc(C(F)(F)F)c1)=N\NC(=O)c1cccnc1Oc1ccccc1 | 6.6 | -1.4 | -1.8 | -1.9 | -2.5 | 1.4 | 0.3 | 14.9 | -1.1
CCc1nc2ccc(C(=O)NCCCn3ccnc3)cn2c1N(C)C(=O)C1CCCCC1 | 14.6 | . | -2.6 | . | 2.4 | -0.3 | 0.4 | -1.6 | 1.7
NC(=O)Cn1cc(C(=O)c2ccccc2F)c2ccccc21 | 1.2 | -1.4 | -3.6 | -1.0 | 6.6 | 2.4 | 0.3 | -2.3 | 0.9
Cc1ccc(Cn2c(=N)n(CC(=O)c3ccc([N+](=O)[O-])cc3)c3ccccc32)cc1 | 4.4 | 1.3 | -4.7 | -0.5 | -2.5 | -0.4 | 1.4 | -10.0 | -0.9
CCc1ccc2oc(C(=O)Nc3nonc3C)c(C)c2c1 | 0.0 | 1.4 | -2.5 | -1.3 | 1.0 | -2.2 | 1.0 | 3.8 | 7.4
COC(=O)C(C)(C)ONC(=O)Nc1ccccc1[N+](=O)[O-] | 1.3 | -0.5 | -2.1 | 0.1 | -8.6 | . | 0.1 | -3.6 | -0.6
Cc1nc(SCc2ccc(O)c([N+](=O)[O-])c2)n[nH]1 | -1.1 | -2.4 | -0.2 | 0.9 | -0.5 | . | -0.2 | -2.6 | 11.5
Cc1ccc(CNC(=O)CN(Cc2cccs2)C(=O)C2(C)CC(=O)N=C3C=CC=CN32)cc1 (configuration not stated) | 14.4 | -0.3 | 0.1 | 0.2 | -1.4 | 0.2 | 1.2 | -1.6 | 80.3*
COc1ccc(NC(=O)COc2ccccc2C)cc1S(=O)(=O)N1CCCCC1 | 3.2 | 20.6 | 1.7 | 3.0 | -4.2 | -1.5 | 2.8 | -2.8 | 1.8
Cn1ccnc1SCC(=O)N(C1CCCCC1)C1CCCCC1 | 4.3 | -1.0 | -0.6 | -0.9 | -3.6 | -2.7 | 0.6 | -26.0 | 4.7
C#Cc1ccc(NC(=O)C2(C)CCN2C(=O)Cc2ccc(C(C)(C)C)cc2)cc1 (configuration not stated) | 1.8 | . | -3.8 | . | 2.7 | -0.7 | -0.5 | -1.0 | -0.4
S=C(N/N=C/c1ccco1)NC1CC2CCC1C2 (configuration not stated) | 8.6 | 5.1 | -3.2 | 1.8 | -4.8 | 1.1 | -2.9 | -27.5 | -5.2
Cc1ccc(C(O)(C(=O)NNc2ccccn2)c2ccc(C)cc2)cc1 | 17.1 | -1.0 | -0.2 | 0.7 | -1.2 | -0.4 | -0.5 | 3.9 | -2.8
CN1C(=O)C(O)(c2nnc(-c3ccccc3)o2)c2ccccc21 (configuration not stated) | -4.1 | -0.1 | -3.3 | -1.2 | -2.0 | . | -0.6 | 4.0 | -3.6
O=C(O)c1ccccc1NC(=O)c1cc(-c2ccccc2)nc2ccccc12 | 10.4 | -0.7 | . | 1.0 | -1.2 | 4.1 | -2.7 | -7.3 | 2.8
Cc1ccc(C(=O)Oc2cccc(-n3cnnn3)c2)cc1 | -1.3 | -1.4 | -1.4 | -0.9 | -12.0 | . | 1.2 | -3.4 | -3.1
O=S(=O)(Nc1ccncc1)c1ccccc1 | 5.9 | -0.1 | 0.8 | 0.2 | -6.0 | -2.3 | -0.6 | -2.4 | 2.1
CCc1cc(=O)oc2cc(C)cc(OCC(=O)N3CCC(C(=O)NC(C)C)(c4ccccc4)CC3)c12 | 1.7 | 0.7 | -4.6 | -1.9 | 0.1 | -0.3 | 0.0 | 1.4 | 66.4*
O=C(CSCc1c(F)cccc1Cl)NCC1CCCO1 (configuration not stated) | 10.2 | -0.7 | 1.1 | . | -0.3 | -0.1 | -0.3 | 4.9 | 0.7
Cc1c(Cl)cccc1NC(=O)Cn1c(CCC(=O)O)ccc1-c1ccccc1 | 0.4 | 0.2 | 0.2 | 0.0 | -12.1 | -1.0 | -1.5 | 48.3* | 2.3
CCCC(O)(c1ccc(OC)cc1)C(CN1CCOCC1)c1ccccc1 (configuration not stated) | -5.7 | 0.3 | -2.0 | -3.1 | -2.3 | 1.6 | 0.1 | 1.1 | 6.2
Clc1cccc(Cl)c1C1Nc2cccc3cccc(c23)N1 | 15.5 | -0.1 | 1.2 | -0.6 | 6.0 | -3.0 | 2.3 | -41.2 | 3.1
COc1ccc(NC(=O)C2CCN(S(=O)(=O)c3ccccc3)CC2)cc1 | -1.7 | -0.9 | 1.3 | -3.7 | -2.0 | -1.8 | 1.9 | -3.0 | 8.6

Part of the list above, as labelled records:
Clc1cccc(Cl)c1C1Nc2cccc3cccc(c23)N1
  GDH-TPI counter: 15.5; PfHsp40 rescue: -0.1; FadD28 FP inh: 1.2; UGM FP inh: -0.6; Anthrax LF prot: 6.0; Mtb BioA inh: -3.0; BoNT A protease: 2.3; BoNT-F LC inh: -41.2; FBA Mtb inh: 3.1
O=S(=O)(Nc1ccncc1)c1ccccc1
  GDH-TPI counter: 5.9; PfHsp40 rescue: -0.1; FadD28 FP inh: 0.8; UGM FP inh: 0.2; Anthrax LF prot: -6.0; Mtb BioA inh: -2.3; BoNT A protease: -0.6; BoNT-F LC inh: -2.4; FBA Mtb inh: 2.1
Cc1ccc(C(=O)Oc2cccc(-n3cnnn3)c2)cc1
  GDH-TPI counter: -1.3; PfHsp40 rescue: -1.4; FadD28 FP inh: -1.4; UGM FP inh: -0.9; Anthrax LF prot: -12.0; Mtb BioA inh: .; BoNT A protease: 1.2; BoNT-F LC inh: -3.4; FBA Mtb inh: -3.1

More results follow.
SMILES | GDH-TPI counter | PfHsp40 rescue | FadD28 FP inh | UGM FP inh | Anthrax LF prot | Mtb BioA inh | BoNT A protease | BoNT-F LC inh | FBA Mtb inh
CC(C)c1ccccc1NC(=O)C1CN(S(=O)(=O)c2ccccc2)CCN1S(=O)(=O)c1ccccc1 (configuration not stated) | -9.3 | -1.0 | -4.8 | -5.0 | 1.4 | -1.7 | 0.4 | -1.2 | 4.2
O=C(Nc1ccccc1Cl)c1cc(C2CCCCN2S(=O)(=O)c2ccc(F)cc2F)on1 (configuration not stated) | 6.4 | . | -0.5 | . | 5.6 | -3.1 | 0.2 | 3.8 | -1.1
CN(C)c1oc(/C=C/c2ccccc2)nc1C#N | 24.1 | 1.6 | -3.5 | 0.8 | -1.4 | . | 0.1 | 0.4 | .
COc1ccc(OC)c(S(=O)(=O)N(C)CC(=O)N2CCN(c3ccccc3F)CC2)c1 | -1.0 | -0.3 | -2.8 | 1.4 | 0.1 | 0.8 | 0.1 | -2.6 | 1.1
O=c1cc(CN2CCN(S(=O)(=O)c3ccc4ccccc4c3)CC2)nc2sccn12 | 1.2 | 0.6 | -4.6 | 0.5 | 0.0 | . | 0.4 | -0.1 | 5.1
Cc1ccccc1OC(C)C(=O)NCCC1=CCCCC1 (configuration not stated) | -2.4 | 0.6 | -4.1 | 4.0 | -0.1 | 3.5 | -1.4 | -10.0 | -0.8
CC(C)CC(NC(=O)c1ccc(Cl)cc1Cl)C(=O)O (configuration not stated) | 1.7 | -1.0 | 0.1 | 0.6 | 1.0 | 0.3 | -0.8 | 14.0 | -2.6
CCOC(=O)/C(C#N)=C/c1cccc(C)c1 | -10.8 | 1.0 | -4.0 | -1.9 | -18.0 | -0.7 | -2.0 | -19.6 | 1.1
CC(=O)Nc1ccc(C(=O)Nc2ccc3c(c2)OCCO3)cc1 | -2.1 | -1.5 | . | 1.5 | -10.2 | 0.3 | -1.5 | -8.2 | -1.8
CC(OC(=O)CNC(=O)c1sc2ccccc2c1Cl)c1ccccc1 (configuration not stated) | 6.0 | 5.9 | 0.3 | 1.0 | 18.9 | -0.9 | -0.4 | 5.3 | -0.8
Cc1onc(C(=O)Nc2cccnc2Cl)c1[N+](=O)[O-] | 1.2 | 0.0 | 0.7 | 0.3 | 0.8 | . | -0.4 | 2.1 | -2.4
COc1ccc(NCc2ccc([N+](=O)[O-])s2)cc1 | 14.7 | -0.7 | -1.2 | -0.5 | -2.4 | . | 0.6 | -10.1 | 0.6
O=C(CN1CCC(NC(=O)c2ccccc2Cl)CC1)NCc1ccco1 | -7.7 | -0.8 | -3.1 | 0.9 | -1.4 | 0.5 | -0.7 | -3.5 | 0.2
